NS3 helicase inh – HCV NS3 helicase inhibition. 290,000 tested, 0.56% active. inhibition, % at 10.9 µM. NS3 helicase DNA unwinding, Cy5 molecular beacon fluorescence;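 active means inhibition above the mean of all tested compounds plus 3 SD, set per campaign, cut at about 35% in these data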;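 further: 0% = DMSO wells and 100% = thioflavine S control wells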
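System: NS3 helicase fragment of HCV / Schedule: 1 h at 25 °C / Control set: DMSO alone as 0% and 110 µM thioflavine S as 100% / Reagent: Cy5/quencher beacon DNA duplex and ATP to start / Technique: Cy5 fluorescence / Replication: singlicate / Evaluation: % inhibition of end-to-start signal ratio versus controls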
VIM-2 inh – blocks Pseudomonas aeruginosa VIM-2 metallo-beta-lactamase; purified VIM-2, nitrocefin hydrolysis, epi-absorbance fluorescence; inhibition, % at 5.6 µM; 290,000 tested, 0.89% active;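 active means inhibition above the mean of all tested compounds plus 3 SD, cutoff set per screening run, cut at about 7.5% in these data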;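 further: red hydrolysis product quenches plate fluorescence so inhibitors raise well fluorescence; 0% = enzyme with DMSO and 100% = DMSO without enzyme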
IDE inh – inhibitors of human insulin-degrading enzyme in cells | P14735 | HEK cells, FAbetaB cleavage, fluorescence polarization | inhibition, % at 5.59 µM | 320,000 tested, 0.41% active | AID 434962;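 active means percent inhibition above the average of all tested compounds plus 3 SD, set per screening campaign, cut at about 16% in these data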;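 further: IDE supplied by intact live HEK cells; FP after avidin binding of uncleaved biotin substrate so inhibition keeps polarization high; 0% = DMSO wells and 100% = 60 µM reference IDE inhibitor Ii1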
Target sequence (P14735 whole entry, looked up): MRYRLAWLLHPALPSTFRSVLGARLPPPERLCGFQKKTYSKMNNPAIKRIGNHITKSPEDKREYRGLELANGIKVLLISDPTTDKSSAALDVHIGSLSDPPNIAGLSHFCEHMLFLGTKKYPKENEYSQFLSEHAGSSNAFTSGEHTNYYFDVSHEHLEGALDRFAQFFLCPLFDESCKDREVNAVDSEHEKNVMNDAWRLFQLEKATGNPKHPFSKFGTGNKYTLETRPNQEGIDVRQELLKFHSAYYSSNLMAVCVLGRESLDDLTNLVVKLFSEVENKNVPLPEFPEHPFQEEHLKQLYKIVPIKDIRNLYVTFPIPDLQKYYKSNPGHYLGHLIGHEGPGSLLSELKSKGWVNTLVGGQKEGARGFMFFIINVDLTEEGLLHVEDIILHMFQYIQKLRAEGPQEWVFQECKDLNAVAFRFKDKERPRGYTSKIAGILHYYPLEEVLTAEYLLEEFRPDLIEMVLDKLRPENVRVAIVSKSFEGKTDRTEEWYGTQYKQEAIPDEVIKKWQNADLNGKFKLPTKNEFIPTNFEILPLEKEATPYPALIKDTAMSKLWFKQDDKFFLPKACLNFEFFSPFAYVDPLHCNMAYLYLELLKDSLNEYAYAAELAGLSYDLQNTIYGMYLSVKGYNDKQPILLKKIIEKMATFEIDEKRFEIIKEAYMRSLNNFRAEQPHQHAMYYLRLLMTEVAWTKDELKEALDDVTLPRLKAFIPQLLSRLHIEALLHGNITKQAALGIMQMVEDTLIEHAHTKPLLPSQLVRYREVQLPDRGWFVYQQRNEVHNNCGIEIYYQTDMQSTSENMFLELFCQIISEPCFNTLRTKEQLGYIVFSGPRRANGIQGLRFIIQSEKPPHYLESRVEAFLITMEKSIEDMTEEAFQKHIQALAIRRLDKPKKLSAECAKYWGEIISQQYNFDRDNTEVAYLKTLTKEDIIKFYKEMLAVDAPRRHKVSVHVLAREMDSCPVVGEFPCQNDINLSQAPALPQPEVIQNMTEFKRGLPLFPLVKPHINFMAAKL
IDE act – boosts human insulin-degrading enzyme activity in HEK cells. FAbeta-B cleavage, fluorescence polarization; 0% vehicle, 100% cell-free pure enzyme wells. activation, % at 5.96 µM. 340,000 tested, 0.073% active. AID 493087;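 active means activation above the mean of all tested compounds plus 3 SD, set per screening campaign, cut at about 17% in these data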
p-CIP stab down – lowers stability of the mouse p/CIP coactivator protein | F442A p/CIP-EGFP cells, EGFP fluorescence, 16 h | decrease of EGFP signal, % at 10 µM | 290,000 tested, 0.01% active;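 active means EGFP signal decrease of at least 30% at 10 µM or well 3 SD below plate mean, unless failing retest; inactive means the rest, including hits failing retest or dose response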; further: some compounds called inactive have numbers as strong as hits; many of its hits are not listed in these tables
IMP-1 inhibitor – blocks Pseudomonas aeruginosa IMP-1 metallo-beta-lactamase. purified IMP-1, nitrocefin hydrolysis, epi-absorbance fluorescence. inhibition, % at 5.6 µM. 290,000 tested, 0.45% active. AID 1556;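 active means inhibition above the mean plus 3 SD of all compounds in the same screening run, cut at about 4.5% in these data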;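 further: 0% = IMP-1 with DMSO and 100% = DMSO wells lacking enzyme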
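system = purified recombinant IMP-1 beta-lactamase | amount = 0.2 nM IMP-1, as dispensed | medium = HEPES buffer pH 7.1 with ZnSO4 and Brij 35 | times = 25 °C, 15 min preincubation, 25 min reaction | detection = plate fluorescence quenching by hydrolysis product, ex 480/em 530 nm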
SUMO HTRF inh – SUMOylation inhibition. HTRF SUMOylation assay, SAE1/SAE2 + UBC9, in vitro. 290,000 tested, 0.36% active. P63279. inhibition, % at 35 µM; in the data active means inhibition above about 50%, passing the limit was not always enough; further: strong numbers were not always called active
GalR3 antag – antagonists of human GalR3 | O60755 | HEK293 GalR3-CNG cAMP membrane potential fluorescence; galR3 body fused to GalR1 C-terminus | inhibition, % at 3 µM | 360,000 tested, 0.44% active;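 active means inhibition above the screen-wide average plus 3 SD, cut at about 13% in these data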;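 further: forskolin and galanin both at EC90 stimulate the cells; cAMP rise reported by CNG channel membrane potential dye signal; 0% = forskolin plus galanin with DMSO and 100% = forskolin alone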
CRFR2-BP antag – CRF-BP/CRF-R2 complex antagonism; HEK293 CRF-R2/CRF-BP, CRF-induced calcium fluorescence; inhibition, % at 11.8 µM; AID 588475; 350,000 tested, 0.59% active;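 active means inhibition of the ligand-induced calcium signal above about 50% at the single tested concentration, limit read from the data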
The depositor's hits bear a star; x = no result given. Outcome played no part in choosing rows; any-hit rate near 3.2%.

no.	NS3 helicase inh	VIM-2 inh	IDE inh	IDE act	p-CIP stab down	IMP-1 inhibitor	SUMO HTRF inh	GalR3 antag	CRFR2-BP antag	smiles
1	-8.9	1.5	2.6	1.1	-7.4	0.1	16.5	-2.0	-4.8	COc1ccc(CCNC(=O)c2oc3ccc(S(=O)(=O)N4CCOCC4)cc3c2C)cc1OC
2	-0.4	-1.0	2.6	1.7	-7.2	-2.0	2.0	-5.0	4.2	O=C(CSC1=NCCS1)N1CCCC1
3	x	x	-2.4	5.2	x	x	x	-5.6	1.4	COc1ccccc1/C=C/C(=O)OCC(=O)Nc1c(C)nn(-c2ccccc2)c1C
4	0.0	-4.1	-0.6	2.9	8.6	-4.8	14.3	-6.7	-3.7	CC(NS(=O)(=O)c1ccc(Br)cc1)C(=O)NCCc1ccccc1 (stereo not given)
5	4.5	1.2	1.4	5.2	-8.5	2.1	5.9	-3.4	4.7	COc1ccc(N2C(=O)/C(=C3/C=CC=CN3C)SC2=S)cc1
6	-8.4	-1.7	-2.2	4.9	-8.8	0.7	14.4	2.3	-12.1	CCCc1nc2ccc(N)cc2c(=O)n1Cc1ccccc1Cl
7	-5.1	-0.7	-3.7	6.5	0.7	0.7	-12.0	-5.1	1.2	c1ccc(CCNc2ncnc3c2nnn3Cc2ccccc2)cc1
8	x	x	-2.3	-3.2	x	x	x	-4.2	6.3	CC1CCCC(C)N1C(=O)COC(=O)C1CCN(S(=O)(=O)c2c(Cl)cccc2Cl)CC1 (stereo not given)
9	-12.1	-1.6	3.2	9.7	-1.2	-1.2	10.6	4.0	-13.3	CN(CCCC(=O)Nc1ccccc1)S(=O)(=O)c1ccc(Cl)cc1
10	-1.3	-1.6	-1.3	-2.4	-11.5	-2.4	10.1	-7.7	-9.5	Cc1cccc(C(=O)N2CC(=O)Nc3ccc(F)cc3C2c2ccc(F)cc2)c1 (stereo not given)

From compound 4 up to 6, as listed above:
no.	NS3 helicase inh	VIM-2 inh	IDE inh	IDE act	p-CIP stab down	IMP-1 inhibitor	SUMO HTRF inh	GalR3 antag	CRFR2-BP antag	smiles
4	0.0	-4.1	-0.6	2.9	8.6	-4.8	14.3	-6.7	-3.7	CC(NS(=O)(=O)c1ccc(Br)cc1)C(=O)NCCc1ccccc1 (stereo not given)
5	4.5	1.2	1.4	5.2	-8.5	2.1	5.9	-3.4	4.7	COc1ccc(N2C(=O)/C(=C3/C=CC=CN3C)SC2=S)cc1
6	-8.4	-1.7	-2.2	4.9	-8.8	0.7	14.4	2.3	-12.1	CCCc1nc2ccc(N)cc2c(=O)n1Cc1ccccc1Cl

(next part)
no.	NS3 helicase inh	VIM-2 inh	IDE inh	IDE act	p-CIP stab down	IMP-1 inhibitor	SUMO HTRF inh	GalR3 antag	CRFR2-BP antag	smiles
11	-1.6	-1.2	1.1	-0.9	-9.5	-1.5	-0.5	0.5	-7.7	OCCCNc1nc(-c2ccc(Cl)cc2)nnc1-c1ccccc1
12	2.4	-2.2	5.3	1.2	-17.5	-7.8	16.8	-7.8	23.4	O=C1c2ccc(Oc3ccc([N+](=O)[O-])cc3)cc2C(=O)N1CCCO
13	-4.2	1.3	-3.3	4.3	-2.0	0.1	-0.7	-4.7	-3.9	O=C(Nc1ccc2c(c1)OCO2)Nc1ccc(F)cc1F
14	-53.0	-0.1	3.7	-3.6	-4.9	-3.7	-4.6	-15.7	-78.5	c1ccc2c(NC3C4CC5CC(C4)CC3C5)nc(N3CCOCC3)nc2c1 (stereo not given)
15	-0.2	-0.9	1.8	-0.2	1.3	-2.4	12.6	-8.2	2.0	CC(=O)c1ccc(NC(=O)CSc2nccn2CCc2ccccc2)cc1
16	0.8	-0.6	2.9	6.8	-4.9	-3.4	22.3	1.0	11.4	Cc1cccc(-n2cnc(C(=O)N3CCN(C)CC3)c2)n1
17	1.6	-4.5	-1.7	-10.0	1.8	-5.5	9.4	3.9	9.9	C=CCn1c(-c2c[nH]c3ccccc23)n[nH]c1=S
18	1.0	-3.3	1.9	-0.7	-1.3	-1.7	6.4	5.8	8.6	CCc1ccccc1OCCCCN1CCCC1
19	3.2	-8.6	5.6	4.4	-21.0	-0.9	17.9	-1.4	-17.5	CCOc1ccc2[nH]c(=O)c(CN(CCc3ccccc3)C(=O)N3CCCC3)cc2c1
20	x	x	-0.6	-3.6	x	x	x	-1.6	-1.6	COc1ccc([C@@H]2CC=C(C(=O)O)[C@H](c3ccccc3F)N2S(=O)(=O)c2ccccc2C)cc1
21	-8.4	-4.6	2.9	-0.8	10.7	-2.5	8.9	0.0	3.3	C=CCn1c(SCC(=O)Nc2ccc(S(N)(=O)=O)cc2)nnc1-c1cnccn1
22	-13.3	-4.0	-3.8	4.1	1.0	-3.8	-3.9	-1.6	-1.1	Cc1ccn2cc(-c3cccc(NC(=O)c4cccs4)c3)nc2c1
23	-2.4	-4.1	4.0	3.7	-4.4	-4.5	6.8	6.0	-10.1	CN(CC(=O)O)S(=O)(=O)c1cccs1
24	-1.8	-4.5	0.8	1.9	3.0	-3.7	-4.7	2.9	5.2	CCCC12CN3CCN(CC(C3)/C1=N\NC(=O)c1ccc(C(C)(C)C)cc1)C2
25	-11.0	-1.2	2.9	-1.6	-2.1	-3.9	-11.3	-7.4	5.5	CCN1C(=NCc2ccco2)N[C@@H](c2cccc(F)c2)C(C(=O)OC)=C1C
26	x	x	5.3	0.7	x	x	x	-0.4	17.0	O=C(CSc1ncnc2c1cnn2-c1ccccc1)NC1CCCC1
27	2.9	-1.2	-0.3	1.9	4.8	1.8	5.9	-7.3	-1.1	CN(C)CCCCNCCCNC(=O)/C=N\O
28	-11.3	0.5	6.0	1.6	4.2	-1.2	-6.8	-2.0	38.1	COC(=O)C1=C(C)NC(c2c(O)ccc3ccccc23)C(C(=O)OC)=C1C (stereo not given)
29	7.8	-1.4	9.4	-2.2	-2.2	-4.6	2.8	-2.6	1.4	CCOC(=O)N1CCN(C(=O)c2ccc(N3CCCC3=O)cc2)CC1
30	-9.8	-4.2	4.9	3.4	-14.3	-4.0	-6.9	1.8	-13.8	Cc1[nH]ncc1-c1ccccc1Cl
31	0.9	0.0	5.2	1.6	4.7	-1.2	5.7	-1.1	7.7	COc1cc(C2NC(=O)C(C#N)=C(S)N2c2ccccc2)ccc1OC(C)C (stereo not given)
32	-27.8	0.2	19.4*	-10.4	x	-1.5	x	0.7	-35.5	OC1(c2cccc(C(F)(F)F)c2)CCN(c2ncnc3c2[nH]c2ccccc23)CC1
33	x	x	4.1	2.8	x	x	x	-2.9	24.5	CCOC(=O)C[C@H]1c2cc(F)ccc2S(=O)(=O)N1Cc1ccc(OC)cc1
34	x	x	1.0	3.6	x	x	x	-0.2	18.9	CCOc1ccccc1OCCC(=O)NNC(=O)Cn1nc(C)cc1C
35	0.5	-2.9	-3.5	5.5	2.7	-1.5	4.3	-0.5	12.5	COC(=O)c1ccc(NC(=O)CCc2nnc3ccc(NCc4ccco4)nn23)cc1
36	x	x	-5.1	-1.7	x	x	x	1.0	9.3	CCN(CC(=O)Nc1c(F)cccc1F)C(=O)c1ccc2ccccc2n1
37	-12.9	-0.8	-0.7	1.0	-4.8	0.3	-0.3	-6.4	34.2	O=C(CCCOc1ccccc1)N1CCc2ccccc2C1
38	-0.8	-1.6	-0.3	4.8	-14.6	-0.3	6.2	-5.5	-11.9	COc1cccc(/C=C2\SC(=O)N(CC(=O)NC3C=CS(=O)(=O)C3)C2=O)c1 (stereo not given)
39	x	x	1.4	-5.0	x	x	x	0.2	8.3	O=C(COC(=O)/C=C/c1ccc(OC(F)F)cc1)NC1CCCCCC1
40	-16.4	-2.6	-5.7	2.9	-7.1	-0.3	15.4	-7.6	-7.2	CN1CCN(c2c(/C=N/O)c3ccccc3n2C)CC1
41	-2.5	-4.0	6.2	-3.5	-14.1	-1.7	14.6	-5.8	6.0	COC(=O)NNC(=S)Nc1cc(OC)ccc1OC
42	9.4	-1.9	-1.1	x	-9.0	-2.8	14.2	-5.8	2.6	Cc1cc(C(=O)N2CCC(C(=O)O)CC2)c(C)o1
43	-10.8	-1.6	2.8	7.3	16.7	-1.6	10.2	1.0	0.1	O=C(O)COc1ccccc1/C=N/NC(=O)c1cc(-c2ccc(F)cc2)nc2ccccc12
44	5.8	-1.5	1.3	-0.4	-11.2	0.3	8.9	8.8	8.3	Cn1c(=O)n(C)c2cc(/C=C(/C#N)C(=O)NCc3ccco3)ccc21
45	-12.7	-1.6	-0.8	4.9	-15.3	-2.5	30.3	-13.6	-15.3	Cc1cccc(CN2CCc3c([nH]c4ccccc34)C2CC(C)C)n1 (stereo not given)
46	7.0	-1.5	2.8	3.9	-3.9	-1.6	2.5	4.5	3.8	COCCCNC(=S)N1CCN(C(=O)C(=O)Nc2ccc(C(=O)OC)cc2)CC1
47	-4.5	15.0*	5.4	6.5	-8.9	-3.6	-0.2	0.0	8.3	CCOC(=O)N1CCC(Nc2ccc3nnc(-c4ccccc4)n3n2)CC1
48	3.8	-2.6	8.6	-6.4	-2.3	-2.6	-2.4	-4.7	-58.2	CCc1cccc(C)c1NC(=O)CSc1nnc(CCCOc2ccc(Cl)cc2Cl)n1C
49	7.9	-2.4	2.9	-0.2	-4.1	-1.8	19.5	-3.3	3.4	Cc1cc(NS(=O)(=O)c2ccc(NC(=O)/C=C/c3ccc(C)o3)cc2)nc(C)n1
50	4.0	-1.5	6.7	-2.5	-22.4	-1.9	21.5	-1.4	-6.1	Cc1ccccc1C(=O)c1cccn1CC(=O)N1CCCCCC1
51	14.7	-3.0	5.2	2.3	-12.7	-1.6	-6.7	2.9	-18.9	O=C(NNc1nc2cc3c(cc2s1)OCO3)c1ccc(F)cc1
52	-1.6	-5.2	2.4	3.5	0.0	-1.5	0.1	-4.3	26.0	Cc1cccc(NC(=O)Cc2noc3ccccc23)c1C
53	5.2	-3.6	5.2	0.1	-11.1	-3.5	-16.5	-3.4	-1.5	CN1CCN(C(=O)C2=C[C@@H](c3ccc(C(F)(F)F)cc3)C[C@@H](OCCCCO)O2)CC1
54	-30.5	-1.5	-4.0	-5.7	-5.8	-1.1	3.6	2.5	17.0	CCN(Cc1ccccc1)S(=O)(=O)c1ccc(C(=O)N(CCCN(C)C)c2nc3ccc(F)cc3s2)cc1
